GLS inhibitor: inhibitors of human glutaminase (GLS). O94925. GLS enzymatic activity, qHTS titration. Potency, µM (highest dose often 45.5 µM), without a hit: at the top dose activity change, negative = inhibition, hits mostly inhibitors. hit rate 0.21% among 410,000. AID 624170; further: potency means the concentration at half of the fitted maximal effect; on the % scale 0 is the no-effect control and ±100 the full control effect
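Human kidney-isoform GLS in 45 mM KH2PO4 pH 8.2, 0.02% Tween-20, with compound, started with 1mM L-Glutamine (added stock). Glutamate oxidase/HRP/Amplex red coupled fluorescence read at start and after 30 min at RT.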
USP1 inh: blocks the human USP1/UAF1 deubiquitinase complex; O94782; recombinant USP1/UAF1, Ub-Rhodamine cleavage fluorescence; Potency, µM (series often up to 57.1 µM), without a hit: at the highest dose activity change, negative = inhibition, hits mostly inhibitors; hit rate 0.23% among 390,000; AID 743255; further: potency means the concentration at half of the fitted maximal effect; on the % scale 0 is the no-effect control and ±100 the full control effect; nearly all actives have a fitted effect of over 60% in size; inactives centre near -12
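High-throughput fluorogenic screen: 1nM USP1/UAF1 complex, Ub-Rho substrate 150nM final, 50mM HEPES pH 7.8 with 0.5mM EDTA, 0.1 mg/ml BSA, 1mM TCEP and 0.01% Tween-20.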
TrxR1 substrate: rat thioredoxin reductase 1 substrate activity | O89049 | purified TrxR1 substrate turnover, NADPH consumption readout | hit rate 0.01% among 390,000 | Potency, µM (series often up to 114 µM), for inactives: top-dose activity change, negative = substrate turnover; further: potency means the concentration at half of the fitted maximal effect; on the % scale 0 is the no-effect control and ±100 the full control effect; nearly all actives have a fitted effect of over 50% in size
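Rat TrxR1, dispensed at 90 nM, was prereduced with 400 uM NADPH (final) for 5 min at ~22 deg C, then incubated with compound 15 min before 400 uM selenite. A first-read NADPH fluorescence drop versus no-compound background flagged substrates.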
PGK inhibitor: T. brucei PGK inhibition; P07378; PGK/GAPDH coupled, Kinase-Glo luminescence, 60 min; Potency, µM (titrated, usually from 57.5 µM), for inactives: top-dose activity change, negative = inhibition, usual class: inhibitors; hit rate 0.043% among 380,000; AID 602233; further: potency means the concentration at half of the fitted maximal effect; on the % scale 0 is the no-effect control and ±100 the full control effect; nearly all actives have a fitted effect of over 60% in size
Target sequence (P07378 whole entry, looked up): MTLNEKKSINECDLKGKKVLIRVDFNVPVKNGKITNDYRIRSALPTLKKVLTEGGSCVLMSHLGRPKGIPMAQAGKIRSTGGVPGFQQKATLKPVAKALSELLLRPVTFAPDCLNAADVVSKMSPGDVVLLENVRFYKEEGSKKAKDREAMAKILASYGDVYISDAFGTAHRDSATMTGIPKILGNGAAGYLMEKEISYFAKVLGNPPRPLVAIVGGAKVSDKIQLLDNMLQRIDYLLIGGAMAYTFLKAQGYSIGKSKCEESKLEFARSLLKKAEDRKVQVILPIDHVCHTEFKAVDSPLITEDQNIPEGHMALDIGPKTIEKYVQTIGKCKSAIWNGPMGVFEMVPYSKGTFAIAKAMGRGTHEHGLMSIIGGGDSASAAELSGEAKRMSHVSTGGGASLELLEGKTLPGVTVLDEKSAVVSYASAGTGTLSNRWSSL
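Recombinant glycosomal PGK reaction used 1,3-bisphosphoglycerate generated in-well by GAPDH (100nM final) in 100mM TEA pH 7.6, 5mM MgCl2, 0.01% Tween-20. After 60 minutes at room temperature, ATP was read by Kinase-Glo Plus luminescence end-point.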
HP1b chromo inh: HP1-beta chromodomain-methylated histone interaction inhibition; AID 540317; hit rate 0.56% among 390,000; Potency, µM (series often up to 114 µM), without a hit: at the top dose activity change, negative = inhibition, most hits filed as inhibitors; AlphaScreen HP1-beta / biotin-H3K9me3 peptide binding; further: potency means the concentration at half of the fitted maximal effect; nearly all actives have a fitted effect of over 70% in size; inactives centre near 23
Target sequence (P83916 whole entry, looked up): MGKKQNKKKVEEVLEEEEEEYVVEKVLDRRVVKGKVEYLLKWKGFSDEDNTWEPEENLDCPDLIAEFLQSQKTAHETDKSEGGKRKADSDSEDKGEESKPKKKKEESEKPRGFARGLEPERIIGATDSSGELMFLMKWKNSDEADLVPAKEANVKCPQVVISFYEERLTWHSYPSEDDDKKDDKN
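AlphaScreen: HP1-beta (50 nM) preformed 30 min with biotin-H3(1-18)K9me3 peptide (50 nM) in PBS pH 7.4, 0.01% Tween-20. Compound added for 30 min at RT, then streptavidin donor/nickel chelate acceptor beads (10 ug/mL) for 30 min.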
Pin1 inhibitor: inhibitors of human Pin1; hit rate 0.009% among 390,000; Q13526; Potency, µM (doses to about 115 µM), for the others: at the top dose activity, negative = inhibition, hits mostly inhibitors; Pin1 FP peptide displacement, HiFluor488, 10 min; active means well fitted inhibition curve with a large enough effect in the polarisation, with a control signal flat, not every such curve was filed as active; inconclusive means small, poorly fitted or top-dose-only effect, or effect the other way, or a change in a side signal; inactive means no such curve, though single readings can be large or run the other way; the % refers to the polarisation; further: potency means the concentration at half of the fitted maximal effect; on the % scale 0 is the no-effect control and ±100 the full control effect
rTrxR1 inhibitor: inhibitors of rat thioredoxin reductase 1 | hit rate 1% among 390,000 | Potency, µM (highest dose often 114 µM), for the others: at the top dose activity change, negative = inhibition, usual class: inhibitors | AID 588453 | recombinant rTrxR1, NADPH fluorescence consumption, selenite substrate | O89049; further: potency means the concentration at half of the fitted maximal effect; on the % scale 0 is the no-effect control and ±100 the full control effect; nearly all actives have a fitted effect of over 65% in size
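Rat TrxR1 (90 nM in the dispensed reagent) was pre-reduced with 400 uM NADPH for 5 min at room temperature, then incubated with compound for 15 min. After 400 uM selenite was added, NADPH fluorescence (Ex 340/Em 450 nm) was followed for 8 min.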
PI4K2A inh: inhibitors of human PI4K2A; Q9BTU6; AID 1346378; purified PI4K2A, ADP-Glo luminescence, 1 h; active compounds read low; activity change, negative = inhibition, % at 76.9 µM; hit rate 0.13% among 420,000; in the data active means activity change below about -50%; inconclusive means mostly about -30% to -49%;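 further: -100% = wells without enzyme as full effect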
Target sequence (Q9BTU6 whole entry, looked up): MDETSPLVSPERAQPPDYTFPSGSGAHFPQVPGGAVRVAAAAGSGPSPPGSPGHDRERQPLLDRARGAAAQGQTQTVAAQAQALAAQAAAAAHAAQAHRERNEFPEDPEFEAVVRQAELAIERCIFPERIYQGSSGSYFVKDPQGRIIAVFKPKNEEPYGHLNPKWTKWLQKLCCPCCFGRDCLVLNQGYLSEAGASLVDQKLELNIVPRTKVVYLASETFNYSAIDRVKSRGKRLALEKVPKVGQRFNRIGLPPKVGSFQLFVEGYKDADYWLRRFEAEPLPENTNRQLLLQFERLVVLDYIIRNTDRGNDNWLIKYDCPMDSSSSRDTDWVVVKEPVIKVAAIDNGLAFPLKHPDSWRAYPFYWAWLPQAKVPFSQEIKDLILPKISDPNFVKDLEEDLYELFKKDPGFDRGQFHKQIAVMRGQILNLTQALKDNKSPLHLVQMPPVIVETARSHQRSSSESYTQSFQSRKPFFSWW
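Compounds are screened against recombinant PI4K2A using PI as substrate and ATP, the latter dispensed at 300 microM. Reactions run one hour at ambient temperature before ADP-Glo detection; full inhibition defined by wells lacking enzyme.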
mIDH1 inhibitor: blocks human mutant IDH1 R132H enzyme; Potency, µM (highest dose often 76.6 µM), for inactives: at the highest dose activity change, negative = inhibition, actives largely listed as inhibitors; IDH1-R132H enzyme, NADPH consumption, diaphorase/resazurin fluorescence; hit rate 0.093% among 390,000; O75874; further: potency means the concentration at half of the fitted maximal effect; on the % scale 0 is the no-effect control and ±100 the full control effect; nearly all actives have a fitted effect of over 65% in size
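IDH1-R132H (0.5 ug/mL dispensed) in pH 7.5 Tris buffer was preincubated 30 min with compound, then given a substrate mix of 0.016 mM NADPH and 2 mM alpha-KG for 80 min at room temperature; remaining NADPH was read by diaphorase/resazurin fluorescence.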
Numbers without * were called inactive; i = inactive; ? = inconclusive; nt = not tested or not shown; & = joins results of further samples; [ ] = dose if it differs, or a comment. Unless noted, the call rests on the fitted dose curve; in most records, active means well fitted curve in the direction sought with a large enough effect; inconclusive means small, poorly fitted or top-dose-only effect, or another doubt; inactive means no such curve, though single readings can be large; an effect the other way counts as inactive or inconclusive. These rows are one share of the data. The share of hits here may be higher or lower than overall.

Below each compound – rTrxR1 inhibitor | PI4K2A inh | HP1b chromo inh | Pin1 inhibitor | USP1 inh | PGK inhibitor | mIDH1 inhibitor | TrxR1 substrate | GLS inhibitor
(1) N#Cc1c(/N=C/C=C/c2ccccc2)sc2c1CCCC2
    -3.0% | -3.9 | 17.8µM* | -1.9% | -11.5% | -1.1% | 9.3% | -0.3% | ?
(2) CC(C)CC(CC(C)C)=NNC(=O)c1ccc2c(c1)OCO2
    11.1% | 1.8 | 23.0% | -5.1% | -21.3% | -1.5% | 17.7% | 4.7% | 10.4%
(3) Cc1cccc(CN2C(=O)c3ccccc3Sc3ccc(C(=O)NCCN4CCOCC4)cc32)c1
    -2.6%[57.1 µM] | 1.4 | 7.2% | -1.4% | 1.8% | -8.5% | -5.5% | 1.8%[57.1 µM] | -3.7%
(4) O=C(Cn1cnc(S(=O)(=O)N2CCCC2)c1)Nc1ccc(OC(F)(F)F)cc1
    7.2% | -0.7&-11.4 | 68.0%&67.8%[activator] | 0.3%&2.7% | -9.8%&-21.9% | 3.2%&-8.9% | 19.7%&0.0% | -5.3% | -13.3%&6.4%
(5) COc1ccc(-c2nnc(SC)nc2-c2ccc(OC)c([N+](=O)[O-])c2)cc1[N+](=O)[O-]
    12.6%[57.1 µM] | -12.4 | ? | ? | -6.8% | -11.7% | 4.3% | 0.0%[57.1 µM] | 0.0%
(6) CCN1CCN(C(c2ccccc2Cl)c2c(O)cc(C)n(Cc3ccco3)c2=O)CC1 (centres undefined)
    8.91µM* | -3.8 | 21.6%[57 µM] | -8.6% | ? | i | -6.4% | 3.1%[57.1 µM] | 3.2%
(7) O=C(Nc1cnccn1)Nc1ccccc1F
    -6.1% | -3.6 | 38.0% | ? | -28.9% | 0.7% | 0.0% | -6.2% | -16.2%
(8) Cc1ccc(-c2nc3sc4c(c3c(=O)n2N)CCCC4)cc1
    4.8% | -3.3 | 51.1%[activator] | 0.1% | -0.1% | 0.6% | 1.0% | -3.2% | 9.0%
(9) CCCn1nc(C(=O)NCc2ccc3c(c2)OCO3)c2ccccc2c1=O
    1.0%[57.1 µM] | 8.0 | 18.0% | -5.5% | 1.6% | -8.5% | -0.8% | 5.0%[57.1 µM] | -0.9%
(10) Cc1nc(SCc2cccc(F)c2)c2oc3ccccc3c2n1
    4.4%[57.1 µM] | -0.9 | 44.0% | 17.9% | -12.6% | 6.4% | 2.7% | 2.6%[57.1 µM] | 1.3%
(11) Cc1cc(C)c(S(=O)(=O)N2CCN(S(=O)(=O)N3CCOCC3)CC2)c(C)c1
    7.9%[57.1 µM] | -2.6 | 2.4% | -12.0% | -14.3% | -4.6% | 22.5% | 11.6%[0.0914 µM] | 0.8%
(12) Cc1cccc(C)c1NC(=S)N=Nc1c(O)n(C)c2ccc(S(=O)(=O)N3CCOCC3)cc12
    -4.5% | -1.5 | ? | -2.3% | -14.6% | 3.3% | 2.2% | -8.8% | 9.7%
(13) Cc1nn(C)c(Cl)c1CN1CCC(CO)(CC2CCCCO2)CC1 (centres undefined)
    8.7%[57.1 µM] | 3.6 | 13.6% | -1.5% | -15.5% | 5.5% | -0.7% | 4.6%[57.1 µM] | -16.7%
(14) O=C(O)CC1(CC(=O)NCc2ccc(C(F)(F)F)cc2)CCCCC1
    28.2% | 7.9 | 29.8% | -1.7% | -24.2% | -2.8% | -5.0% | 5.4% | -0.3%
(15) c1nc(N2CCC3(CC2)OCCO3)c2[nH]cnc2n1
    -4.3% | -20.6 | 35.0% | -4.7% | -10.1% | i | 7.1% | -6.4% | -5.8%
(16) CC1(C)CC(=O)C(C=Nc2ccc(NC3=C(C#N)C(=O)CC(C)(C)C3)cc2)=C(O)C1
    13.8%[57.1 µM] | -1.6 | 12.5% | -2.5% | -15.0% | i | 8.7% | 4.1%[57.1 µM] | 12.6%
(17) O=C(Cc1ccccc1)NNC(=O)c1ccccc1C(=O)O
    26.2% | -2.4 | 44.7%[activator] | -6.2% | -11.3% | i | -9.3% | 4.6% | -2.5%
(18) CN(C)N1C(N)=C(C#N)C(c2ccc3c(c2)OCO3)C2=C1CCCC2=O (centres undefined)
    -8.0% | -2.7 | 10.5% | 12.7% | -7.7% | -4.0% | -8.2% | -6.9% | -0.9%
(19) CC(CC(=O)Nc1cc(S(=O)(=O)N2CCOCC2)ccc1OCC(F)(F)F)c1ccccc1 (centres undefined)
    14.8% | 4.5 | 49.8%[activator] | -8.0% | -21.2% | 5.4% | -8.3% | -0.2% | -3.4%
(20) O=C1CC(N2CCN(c3ccccc3F)CC2)C(=O)N1c1ccc(F)cc1 (centres undefined)
    15.2% | 0.8 | 38.9% | 0.6% | -2.2% | -8.5% | 3.3% | 3.7% | 8.9%
(21) COC(=O)C1(CCSC)NC(c2ccc(O)cc2)C2C(=O)N(c3ccc(F)cc3)C(=O)C21 (centres undefined)
    13.8% | -4.6 | 31.8% | 0.1% | -20.3% | i | 0.3% | -1.1% | 14.1%
(22) COc1ccc(NC(=O)c2c(F)cccc2F)cc1S(=O)(=O)Nc1ccc(Br)cc1
    14.7% | 6.4 | -7.7% | 15.7% | -18.9% | -9.4% | -11.7% | 44.4%[activator] | -9.1%
(23) COc1ccc(C(=O)Nc2nc(N)n(-c3ccccc3)n2)cc1OC
    6.9% | 3.2 | 27.6% | 2.1% | -19.4% | -0.9% | -0.5% | 2.3% | -31.2%
(24) Cc1ccc(-c2csc(=Nc3cccnc3)n2CCCN2CCCC2=O)cc1C
    -17.0% | 5.6 | ? | -5.0% | 0.1% | -4.6% | -1.1% | -13.8% | 18.0%
(25) Cc1ccc(CSc2nnc(-c3cccc(S(=O)(=O)N4CCOCC4)c3)n2C2CCCC2)cc1
    2.6% | -2.2 | ? | -0.3% | -14.7% | i | -5.4% | -12.9% | 3.4%
(26) CCc1ncc(C(O)c2cccc(OC)c2OC)n1C (centres undefined)
    15.8% | 0.3 | 23.2% | -6.2% | 10.0% | -6.5% | 4.1% | 3.8% | 1.7%
(27) O=C(C1CC=CCC1)N1CCN(C(=O)C2CC=CCC2)CC1 (centres undefined)
    -10.8% | 4.8 | -14.2% | 0.8% | -3.4% | -5.5% | 4.2% | -6.8% | 4.8%
(28) O=C(O)C(CCCCN1C(=O)C2C3C=CC(C3)C2C1=O)N1C(=O)C2C3C=CC(C3)C2C1=O (centres undefined)
    25.9%[57.1 µM] | -13.6 | -5.7% | -1.8% | -0.4% | -14.0% | 5.2% | 23.9%[57.1 µM] | 11.6%
(29) CCn1c(NCc2ccc3c(c2)OCO3)nc2ccccc21
    20.5%[57.1 µM] | -3.5 | 11.7% | -8.7% | -4.0% | i | 6.6% | 16.1%[57.1 µM] | 23.3%
(30) Cn1c(=S)n(CCC(=O)O)c2ccccc21
    27.6% | -3.7 | -0.8% | -0.2% | -13.7% | -9.5% | 3.0% | 10.9% | 8.9%

Limited to PI4K2A inh and TrxR1 substrate (two entries from above):
nr	compound	PI4K2A inh	TrxR1 substrate
18	CN(C)N1C(N)=C(C#N)C(c2ccc3c(c2)OCO3)C2=C1CCCC2=O (centres undefined)	-2.7	-6.9%
12	Cc1cccc(C)c1NC(=S)N=Nc1c(O)n(C)c2ccc(S(=O)(=O)N3CCOCC3)cc12	-1.5	-8.8%

(listing goes on)
Below each compound – rTrxR1 inhibitor | PI4K2A inh | HP1b chromo inh | Pin1 inhibitor | USP1 inh | PGK inhibitor | mIDH1 inhibitor | TrxR1 substrate | GLS inhibitor
(31) Cc1cccc(S(=O)(=O)N(C)C[C@H]2OCc3cn(nn3)CCCC(=O)N([C@@H](C)CO)C[C@@H]2C)c1
    nt | 3.5 | nt | nt | -25.5% | -2.8% | 0.9% | nt | -6.8%
(32) COCCN1CC(C(=O)NCc2ccccc2-n2ccnc2C)CCC1=O (centres undefined)
    -2.0% | 2.0 | 21.8% | -3.3% | -15.4% | i | 0.0% | -3.4% | -14.1%
(33) NC(=O)c1ccc(-c2noc(-c3cccc(Cl)c3)n2)cc1
    27.3% | -3.6 | 23.6% | -6.6% | nt | -9.4% | nt | 9.0% | 2.2%
(34) CC(C)(C)Nc1nc(SCC(=O)Nc2ccccc2)nc(N2CCOCC2)n1
    6.5%[57.1 µM] | 0.1 | 2.0% | 1.2% | -15.9% | -2.5% | -2.7% | -4.5% | 6.8%
(35) O=C(CNC1C(=O)Nc2ccccc21)Sc1ccccc1 (centres undefined)
    9.1% | -0.3 | 36.0% | -5.8% | 3.6% | -5.5% | 0.0% | 3.3% | 34.8%[activator]
(36) CCOC(=O)c1ccc(NC(=O)CN2C(=O)NC3(CCC(C)CC3)C2=O)cc1 (centres undefined)
    17.7%[57.1 µM] | -1.1 | 16.0% | -0.7% | -14.8% | -7.2% | -3.0% | 2.9%[57.1 µM] | -8.9%
(37) CC(OC(=O)C1CC(=O)N(Cc2ccccc2)C1)C(=O)Nc1ccccc1[N+](=O)[O-] (centres undefined)
    5.5% | 2.1 | 5.9% | -6.7% | -20.4% | 4.0% | 1.6% | -4.2% | -2.2%
(38) CCOC(=O)N1CCN(C(=O)c2ccc(Oc3ccc([N+](=O)[O-])cc3)cc2)CC1
    18.5%[57.1 µM] | 4.5 | -4.3% | -0.5% | -3.0% | 0.7% | -4.5% | -6.2% | 3.0%

Screening results: PubChem, National Center for Advancing Translational Sciences (NCATS)
